# OXTR potentiator: human OXTR potentiators, primary screen, fluorescence, CHO-OTR cells, Fluo-8 calcium; Fluo-8 calcium fluorescence, potentiator mode; 0% = oxytocin EC15, 100% = EC100; 0.061% of 320,000 active; activation, % at 3 µM; AID 2445, 2010;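 active = activation above that plate's cutoff, the mean activation of tested compounds plus 3 SD, cut at about 6.6% in these data, passing the limit was not always enough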;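 note: 100% uses oxytocin at 75 nM as the full agonist control; some results filed as inactive read as strong as hits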
# Target sequence (P30559 whole entry, looked up): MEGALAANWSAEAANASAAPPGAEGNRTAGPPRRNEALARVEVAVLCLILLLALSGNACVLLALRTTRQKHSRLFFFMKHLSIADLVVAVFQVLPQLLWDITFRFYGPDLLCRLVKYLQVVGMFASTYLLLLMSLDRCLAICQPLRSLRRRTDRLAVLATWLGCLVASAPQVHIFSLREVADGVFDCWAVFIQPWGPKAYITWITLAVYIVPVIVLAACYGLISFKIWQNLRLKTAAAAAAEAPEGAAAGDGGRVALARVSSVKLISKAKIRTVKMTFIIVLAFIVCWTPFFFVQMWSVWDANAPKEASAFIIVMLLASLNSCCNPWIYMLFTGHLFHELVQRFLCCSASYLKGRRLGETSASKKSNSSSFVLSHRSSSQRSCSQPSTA
#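 Measured by – Fluo-8 calcium dye fluorescence · Test system – human OTR in CHO cells · Dosing – one concentration, 3.0 µM compound · Controls – EC15 oxytocin alone as 0%, 75 nM oxytocin as 100% · Evaluation – normalized max/min fluorescence ratio, % activation · Timing – 6 min pre-incubation, 100 s read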
# TAAR1 antag: human TAAR1 antagonists, primary screen, Fluo-8 calcium fluorescence, CHO RD-HGA16 cells; Trace amine-associated receptor 1 (Homo sapiens), Q96RJ0; antagonist; 1.5% of 360,000 active; inhibition, % at 3 µM;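 active = inhibition above a per-plate cutoff, the mean inhibition of test compounds on that plate plus 3 SD, cut at about 49% in these data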;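 note: 0% = DMSO plus EC80 beta-PEA response and 100% = DMSO alone without agonist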
#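 Test system – hTAAR1-expressing CHO RD-HGA16 cells, Gα16-coupled · Reagent – β-PEA at EC80 concentration, post-compound challenge · Compound dosing – 3 µM, single point · Timing – 140 s kinetic read after compound, 140 s after agonist · Detection – Fluo-8 intracellular calcium dye fluorescence, real-time kinetic reads · Control set – DMSO and EC80 PEA controls · Repeats – n of 1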
# CHO-K1 Ca antag: counter-screen for M1 antagonists: effect in parental CHO-K1 cells | AID 602250 | 0.6% of 360,000 active | ATP-induced calcium, Fluo-8 fluorescence | inhibition, % at 3 µM;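 active = inhibition above a per-plate cutoff, the plate's mean sample inhibition plus 3 SD, cut at about 24% in these data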;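 note: 0% = DMSO plus EC80 ATP and 100% = DMSO alone without ATP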
# GPR7 antagonist: GPR7 receptor antagonists, primary screen, cell-based, fluorescence, single concentration; Neuropeptides B/W receptor type 1 (Homo sapiens), P48145; inhibition, % at 4.4 µM; GPR7-expressing cells, fluorescence antagonist assay; 1.1% of 290,000 active; AID 1861, 2009; in the data active = inhibition above about 16%, passing the limit was not always enough;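 note: cells stimulated with the agonist NPW; 0% = agonist with vehicle and 100% = vehicle without agonist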
# CHO parental Ca: ATP-evoked calcium signal inhibitors, parental CHO, primary screen, counter-screen for OX1R antagonist project, cell-based, fluorescence, Fluo-8 calcium dye; AID 463079, 2010; 0.63% of 330,000 active; inhibition, % at 5.6 µM; parental CHO-K1, ATP-induced calcium, Fluo-8 fluorescence;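 active = inhibition above that plate's mean sample inhibition plus 3 SD, cut at about 26% in these data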;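 note: 0% = ATP-challenged DMSO wells and 100% = DMSO wells without ATP; some compounds past the cut are filed as inactive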
#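 test system = CHO parental line | reagent = ATP stimulus | measured by = intracellular calcium via Fluo-8 no-wash fluorescent dye | control set = ATP and no-ATP DMSO wells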
# V1aR counter: agonists of human V1a receptor, primary screen, counter-screen for OXTR agonist project, fluorescence, CHO-V1R cells; Fluo-8 calcium fluorescence, agonist mode; 0% DMSO, 100% 3 nM vasopressin; 0.25% of 320,000 active; activation, % at 3 µM; Vasopressin V1a receptor (Homo sapiens), P37288;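 active = activation above the mean activation of all tested compounds plus 3 SD, per screening run, cut at about 20% in these data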;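 note: signal is peak over basal fluorescence ratio across a 100 second FLIPR read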
# Target sequence (P37288 whole entry, looked up): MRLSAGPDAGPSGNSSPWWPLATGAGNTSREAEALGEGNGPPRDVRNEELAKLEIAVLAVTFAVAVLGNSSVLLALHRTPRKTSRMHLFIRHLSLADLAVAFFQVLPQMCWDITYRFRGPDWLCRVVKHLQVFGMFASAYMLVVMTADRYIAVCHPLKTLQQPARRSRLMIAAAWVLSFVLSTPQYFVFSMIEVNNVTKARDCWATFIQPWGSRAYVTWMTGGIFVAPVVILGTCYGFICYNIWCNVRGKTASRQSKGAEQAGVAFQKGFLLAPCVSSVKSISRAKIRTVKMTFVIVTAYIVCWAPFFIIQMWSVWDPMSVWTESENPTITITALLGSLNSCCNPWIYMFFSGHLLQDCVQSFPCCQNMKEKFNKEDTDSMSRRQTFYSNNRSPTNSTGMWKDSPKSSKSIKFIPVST
# CHO-K1 Ca PAM: nonselective calcium activators in parental CHO-K1 cells, primary screen, counter-screen for M1 PAM project, cell-based, Fluo-8 calcium fluorescence, full deck, 1536-well; ATP EC20; 0% at ATP EC20, 100% at ATP max; activation, % at 3 µM; 0.02% of 360,000 active; AID 602247, 2012;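 active = activation above the run cutoff, the mean activation of all test compounds plus 3 SD, cut at about 40% in these data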;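 note: peak over basal fluorescence ratio in a 140 s read after ATP addition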
# M1 ag parental: counter-screen for M1 agonists: effect in parental CHO-K1 cells; Fluo-8 calcium fluorescence; scaled to maximal ATP response, vehicle zero; 0.48% of 360,000 active; activation, % at 3 µM; AID 602248, 2012; in the data active = activation above about 15%;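 note: untransfected CHO-K1 host cells lacking M1 receptor as counterscreen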
# OXTR agonist: human OXTR agonists, primary screen, fluorescence, CHO-OTR cells, Fluo-8 calcium; Oxytocin receptor (Homo sapiens), P30559; Fluo-8 calcium fluorescence; normalized: DMSO 0%, oxytocin 100%; activation, % at 3 µM; 0.32% of 320,000 active; AID 2435, 2010;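 active = activation above the mean of all tested compounds plus 3 SD, cutoff set per screening run, cut at about 20% in these data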;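 note: peak over basal fluorescence ratio from a 100 s FLIPR kinetic read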
# * marks the source's active call; other numbers are inactive results; · = not tested or not shown.
# Fields – OXTR potentiator	TAAR1 antag	CHO-K1 Ca antag	GPR7 antagonist	CHO parental Ca	V1aR counter	CHO-K1 Ca PAM	M1 ag parental	OXTR agonist
COc1ccc(NC(=O)CN2CCN(S(=O)(=O)N3CCCCCC3)CC2)cc1
  1	7	-13	-5	-3	1.8	0	2.5	1.4
CCOC(=O)N1CCC(NC(=O)C2CCCN(c3nc4ccccc4o3)C2)CC1 (stereo unspecified)
  -5	-4	-2	0	-22	-0.1	16	1.3	-0.7
O=S(=O)(c1ccc(N2CCN(c3ccc(F)cc3)CC2)cc1)N1CCCC1
  0	3	-3	8	-15	1.4	2	0.5	0.3
C/C(CCN1CCc2nc(-c3ccccc3)c(-c3ccccc3)cc2C1)=N\O[C@@H](C)c1cc(-c2c(C)cc(C)cc2C)no1
  -10	·	-11	-4	-23	-0.6	14	0.4	-1.0
Cc1ccc(/C=N/NC(=O)c2cc(-c3cccnc3)nc3ccccc23)cc1
  -5	6	-14	7	-15	-0.7	17	1.1	-2.0
CCN(CC)c1ccc(/C=N/Nc2cccc(C)c2)c(O)c1
  2	2	-5	-4	-16	0.2	4	0.0	0.0
COc1ccccc1OCCCn1cc(C#N)c2ccccc21
  -11	24	-6	-8	-11	-1.0	14	1.0	-1.7
CC1(C)CC(=O)C(CC2=C(O)CC(C)(C)CC2=O)C(=O)C1
  -2	4	8	-11	-10	0.0	-8	0.0	0.5
CCOC(=O)CNC(=S)NN(C)C
  3	-5	3	5	4	-1.3	-13	4.4	0.3
O=C(NCc1ccccc1)c1onc(CSc2ccc(F)cc2)c1C(=O)NCc1ccccc1
  -12	21	-16	·	-7	4.7	13	2.5	4.8
CC1Cc2ccccc2N1C(=O)C1CCN(S(=O)(=O)c2cccs2)CC1 (stereo unspecified)
  -7	2	-22	3	-4	0.9	21	0.6	0.6
C=COC(=O)CSc1nc(-c2cccs2)ccc1C#N
  4	-25	-24	7	-2	0.9	1	-0.3	1.7
COc1ccc(-c2cc(C(=O)N/N=C(\C)c3ccco3)c3ccccc3n2)c(OC)c1
  -13	-6	-6	-15	-10	-0.5	5	-0.3	-1.3
Cc1ccc(C)c(S(=O)(=O)N2CCN(c3nc(CN4CCOCC4)nc4sc(C)c(C)c34)CC2)c1
  -9	25	-14	·	-32	1.3	-8	1.0	-1.7
CCOC(=O)N(C)C[C@@H]1OCc2cnnn2CCCC(=O)N([C@H](C)CO)C[C@H]1C
  ·	-1	7	·	·	·	-5	0.1	·
CCCCCCOc1ccc(N2C(=O)CC(SCCN)C2=O)cc1 (stereo unspecified)
  -14	9	-5	-1	-6	6.5	16	5.1	6.8
CCSc1nc2cc(OC)c(OC)cc2c(=O)n1CC
  -6	4	-7	1	-19	-1.1	7	0.3	-2.9
Nc1cccc2cc(-c3ccccc3)oc12
  -4	-6	-8	·	-8	-1.0	-12	-0.6	-1.8
Cc1cc(C(=O)COC(=O)c2cc(O)c3ccccc3c2O)c(C)n1CC1CCCO1 (stereo unspecified)
  ·	·	-5	-3	·	·	-1	0.0	·
CC(C)(CC(=O)O)CC(=O)NCc1c(Cl)cccc1Oc1ccccc1
  4	-18	-1	-5	-26	0.1	0	-0.2	-1.9
CC(NC(=O)NCc1cccnc1)(C(F)(F)F)C(F)(F)F
  -9	-10	-5	-11	8	-0.1	12	-0.6	0.8
Cc1cc(C)c(CN2CCCC(CNC(=O)c3ccc(F)cc3)C2)c(-n2cccn2)c1 (stereo unspecified)
  -9	13	-10	15	-23	-0.9	6	-0.3	-1.2
Cc1ccnc(NC(=O)CCc2c[nH]c3ccccc23)c1
  -8	-6	20	-3	-8	0.5	-25	0.9	0.3
CCOc1ccccc1OCCn1nc2ccccc2n1
  1	-3	-5	-21	-11	0.1	10	1.5	-1.6
O=C(c1ccc2nc[nH]c2c1)N1CCN(S(=O)(=O)c2cccc(F)c2)CC1
  -6	1	1	·	-2	-0.6	-7	-0.1	-0.3
COC(=O)COc1ccc(C2NC(=O)NC(C)=C2C(=O)NCc2ccccc2)cc1OC (stereo unspecified)
  0	-19	-17	-7	-12	0.7	22	1.2	1.4
C[C@@H]1CN([C@@H](C)CO)S(=O)(=O)c2ccc(C#Cc3cccc(F)c3)cc2O[C@@H]1CN(C)CC1CC1
  ·	-24	-14	·	·	·	25	0.7	·
CCN(c1ccccc1)S(=O)(=O)c1cc(OC)ccc1OC
  -3	-1	-9	-10	-6	-0.7	13	0.5	-0.8
CC12CCC(=O)N1C(C(=O)Nc1nc3ccc(Cl)cc3s1)CS2 (stereo unspecified)
  0	-3	3	·	-25	-1.1	6	2.3	-0.5
CCCSc1ccc([C@H]2N[C@@](C)(C(=O)OC)[C@H]3C(=O)N(CC)C(=O)[C@@H]23)cc1
  4	4	-7	·	-10	0.7	-14	0.6	1.0

# 8 successive records out of the list so far:
# Fields – OXTR potentiator	TAAR1 antag	CHO-K1 Ca antag	GPR7 antagonist	CHO parental Ca	V1aR counter	CHO-K1 Ca PAM	M1 ag parental	OXTR agonist
Cc1cc(C)c(CN2CCCC(CNC(=O)c3ccc(F)cc3)C2)c(-n2cccn2)c1 (stereo unspecified)
  -9	13	-10	15	-23	-0.9	6	-0.3	-1.2
Cc1ccnc(NC(=O)CCc2c[nH]c3ccccc23)c1
  -8	-6	20	-3	-8	0.5	-25	0.9	0.3
CCOc1ccccc1OCCn1nc2ccccc2n1
  1	-3	-5	-21	-11	0.1	10	1.5	-1.6
O=C(c1ccc2nc[nH]c2c1)N1CCN(S(=O)(=O)c2cccc(F)c2)CC1
  -6	1	1	·	-2	-0.6	-7	-0.1	-0.3
COC(=O)COc1ccc(C2NC(=O)NC(C)=C2C(=O)NCc2ccccc2)cc1OC (stereo unspecified)
  0	-19	-17	-7	-12	0.7	22	1.2	1.4
C[C@@H]1CN([C@@H](C)CO)S(=O)(=O)c2ccc(C#Cc3cccc(F)c3)cc2O[C@@H]1CN(C)CC1CC1
  ·	-24	-14	·	·	·	25	0.7	·
CCN(c1ccccc1)S(=O)(=O)c1cc(OC)ccc1OC
  -3	-1	-9	-10	-6	-0.7	13	0.5	-0.8
CC12CCC(=O)N1C(C(=O)Nc1nc3ccc(Cl)cc3s1)CS2 (stereo unspecified)
  0	-3	3	·	-25	-1.1	6	2.3	-0.5

# (listing goes on)
# Fields – OXTR potentiator	TAAR1 antag	CHO-K1 Ca antag	GPR7 antagonist	CHO parental Ca	V1aR counter	CHO-K1 Ca PAM	M1 ag parental	OXTR agonist
COc1ccc(N2CCN(c3c(S(=O)(=O)c4ccccc4)cnc4ccc(OC)cc34)CC2)cc1
  -6	31	1	-8	-29	0.0	5	0.6	-1.4
COc1ccc(NS(=O)(=O)c2cc(NC(=O)c3ccc(F)cc3)ccc2OC)cc1
  1	13	-3	-3	-6	2.2	22	5.2	1.3
O=C(CCCN=C1NS(=O)(=O)c2ccccc21)OCc1ccc(F)cc1
  -9	-12	-2	·	4	4.3	15	4.2	2.4
O=C(COC(=O)c1ccco1)NCc1ccccc1Cl
  -7	-13	8	-14	1	-1.0	-23	0.1	0.1
CC[N+]1(C)CCC(O)(/C=C/c2ccccc2)C(C(=O)/C=C/c2ccccc2)C1 (stereo unspecified)
  ·	7	-5	·	·	·	17	0.6	·
Cc1ccc(NS(=O)(=O)c2ccccc2)c2c1CC(C)(C)O2
  2	6	12	-4	-13	-1.2	-5	0.0	-2.3
COc1ccc(-n2nc(C(=O)NCC(=O)NCCCN3CCOCC3)c3ccccc3c2=O)cc1OC
  -6	6	3	-8	-11	-0.3	3	0.3	-0.2
COc1ccc(Nc2nc(N)nc(CN3CCN(c4ccccn4)CC3)n2)cc1
  -4	-9	-5	3	-33	-0.3	1	-0.2	-2.2
COc1ccc(Cl)cc1NC(=O)CN(C)C(=O)c1cc2c(F)cccc2s1
  -10	-2	-17	·	-26	2.1	14	5.8	-0.2
O=C(c1cc(S(=O)(=O)N2CCOCC2)ccc1F)N1CCc2ccccc21
  -3	-12	-13	·	-16	2.0	13	2.0	3.4
CC1(C)CC(=O)C=C(c2ccc3[nH]ccc3c2)C1
  -7	-3	-10	·	3	1.6	6	0.6	3.5
O=C(CSc1nncc2ccccc12)Nc1ccc(F)cc1
  -4	2	5	-9	-17	0.3	6	2.2	2.6
CCn1c(SCC(=O)n2nc(C)cc2C)nnc1-c1ccc2c(c1)OCO2
  -3	11	-16	-18	-17	1.3	24	0.7	0.6
COc1cccc(CNC(=O)C2CCN(S(=O)(=O)N3CCC(C)CC3)CC2)c1
  -16	-4	-2	-12	-4	3.8	17	3.9	0.9
Cc1cc(Br)ccc1NC(=O)c1sc2ncn(CC(=O)N3CCN(c4ccccn4)CC3)c(=O)c2c1C
  -8	12	3	2	-20	2.9	-2	0.7	1.7
CC(=O)c1cccc(-c2ccnc3c2CC(C(=O)Nc2cccc(N(C)C)c2)O3)c1 (stereo unspecified)
  ·	14	2	·	·	·	9	3.9	·
O=[N+]([O-])c1cccc2ccc(/C=C/c3cccc(Br)c3)nc12
  -4	-1	-3	-7	-4	1.0	10	0.8	-1.5
O=[N+]([O-])c1cc(S(=O)(=O)N2CCCC2)ccc1NCCCN1CCOCC1
  -7	-33	-5	-6	-10	1.5	5	-0.2	0.9
Cc1ccc(-n2ncc3c2CC(C)(C)CC3NC(=O)CCCN2CCCC2=O)cc1 (stereo unspecified)
  2	-35	-6	-14	-16	0.5	-6	-0.4	-1.2
Cc1cccc(-n2c(N)cc(=O)nc2SCC(=O)Nc2cc(C)on2)c1
  -7	19	-3	-12	-3	0.7	-3	-0.2	0.0
CC1CCN(S(=O)(=O)c2cccc(S(=O)(=O)N3CCCC3)c2)CC1
  -11	17	1	4	-2	4.1	14	2.2	4.4
COC(=O)c1sccc1NC(=O)c1ccccc1
  -6	-11	0	-3	-4	-1.0	12	0.3	-2.2
CSCCC(=O)Nc1nc(-c2ccccn2)cs1
  ·	-10	-13	-8	·	·	9	0.7	·
COC(=O)c1ccc(S(=O)(=O)NCc2cccc(OC)c2)n1C
  -4	-2	-3	-5	-22	-0.1	6	0.7	1.4

# Screening results: PubChem BioAssay, The Scripps Research Institute Molecular Screening Center
